GLP1R ag: GLP-1 receptor (human) agonism; HEK293 GLP-1R CRE-luciferase, luminescence, 4-6 h; cells express a hypersensitive GLP-1R form; Potency, µM (doses to about 45.6 µM), without a hit: at the top dose activation, actives largely listed as activators; P43220; AID 624172; 380,000 compounds, 0.007% hits; note: % of control where 0% means no effect
Target sequence (P43220 whole entry, looked up): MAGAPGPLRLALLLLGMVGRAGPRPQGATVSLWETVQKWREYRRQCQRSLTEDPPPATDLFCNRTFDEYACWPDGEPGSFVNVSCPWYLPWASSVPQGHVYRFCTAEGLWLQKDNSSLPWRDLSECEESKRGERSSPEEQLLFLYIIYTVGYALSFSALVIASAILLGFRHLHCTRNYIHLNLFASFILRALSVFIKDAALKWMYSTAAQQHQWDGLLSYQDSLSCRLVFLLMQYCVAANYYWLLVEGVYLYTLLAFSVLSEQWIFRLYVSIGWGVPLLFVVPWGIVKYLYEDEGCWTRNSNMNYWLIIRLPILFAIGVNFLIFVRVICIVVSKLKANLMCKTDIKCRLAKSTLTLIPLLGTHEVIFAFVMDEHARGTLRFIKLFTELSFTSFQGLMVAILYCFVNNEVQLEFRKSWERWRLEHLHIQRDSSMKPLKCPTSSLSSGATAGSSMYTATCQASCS
KB-3-1 cytotox: KB-3-1 parental cell cytotoxicity; KB-3-1 viability, CellTiter-Glo ATP luminescence, 72 h; Potency, µM (titrated, usually from 46.1 µM), inactives show top-dose activity change, negative = cytotoxic, actives largely listed as cytotoxic; 400,000 compounds, 1.4% hits; note: % is set by controls: 0 for no effect and ±100 for the full control effect; nearly all actives have a fitted effect of over 60% in size
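Cytotoxicity measured as CellTiter-Glo luminescence after 72 h at 37 C. Compound titrations were pinned onto drug-naive KB-3-1 parental adenocarcinoma cells grown in DMEM with 10% FBS, and normalized data fitted to concentration-response curves.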
SW480 rereplic: inducers of DNA re-replication in SW480 colon cancer cells. SW480 DNA re-replication, Hoechst DNA content imaging, 48 h. Potency, µM (doses to about 46.1 µM), for inactives: at the top dose re-replication activation, usual class: activators. 340,000 compounds, 1.8% hits; note: % of control where 0% means no effect; nearly all actives have a fitted effect of over 55% in size
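SW480 cells exposed to compounds for 48 hr at 37 C, 5% CO2, then Hoechst-stained 40 min. Nuclear DNA content imaged by fluorescence scanning (405 nm excitation, 500-530 nm emission); re-replication scored as increased high-intensity nuclei.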
HT1080-NT tox: kills 2HG-producing HT-1080-NT fibrosarcoma cells. Potency, µM (titrated, usually from 46.1 µM), without a hit: at the highest dose activity, negative = less viability, usual class: cytotoxic. HT-1080-NT fibrosarcoma viability, CellTiter-Glo ATP luminescence, 48 h. 360,000 compounds, 1.6% hits. AID 686970;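 note: NT is the 2HG producing partner of a matched IDH1 knockdown line; 0% = DMSO-treated cells and -100% = media-only wells without cells; nearly all actives have a fitted effect of over 55% in size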
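Fibrosarcoma NT cells, 750 per well in 5% FBS RPMI, were exposed to compound for 48 hours. Viability: CellTiter-Glo luminescence.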
HT1080 IDH1KD tx: HT-1080 IDH1 knockdown cell toxicity (counter line) | HT-1080 IDH1 knockdown viability, ATP luminescence, 48 h | 360,000 compounds, 2% hits | Potency, µM (titrated, usually from 46.1 µM), for inactives: top-dose activity, negative = toxicity, most hits filed as cytotoxic;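 note: 0% = DMSO wells and -100% = cell-free medium wells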
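Assay cells: HT-1080 with IDH1 knockdown, 750 per well, RPMI/5% FBS. Exposure: 48 h at 37 °C following 2 h pre-incubation. Read: CellTiter-Glo luminescence; fitted concentration-response, curve class assigned.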
TDP-43 yeast inh: inhibitors of TDP-43 toxicity in yeast; TDP-43 expressing yeast growth rescue, BacTiter-Glo, 24 h; Potency, µM (top dose mostly 46.1 µM), inactives show at the highest dose growth rescue (activation), most hits filed as activators; 410,000 compounds, 1.8% hits; AID 652104; note: % of control where 0% means no effect; nearly all actives have a fitted effect of over 50% in size
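In this qHTS, compounds that restore growth of yeast expressing TDP-43 appear as activators. Cells (OD600=0.02, galactose medium, raffinose-pregrown) are incubated with compound 24 hr at 30 deg C and growth is quantified by BacTiter-Glo.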
HEK293 tox: cytotoxic in the GLP-1 receptor inverse agonist counter-screen. Potency, µM (highest dose often 38.3 µM), for inactives: at the top dose activity change, negative = inhibition, most hits filed as inhibitors. 410,000 compounds, 0.13% hits. HEK293 cAMP-luciferase reporter cells, luminescence, 24 h. AID 624418;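 note: loss of luciferase light is scored as toxicity; % is set by controls: 0 for no effect and ±100 for the full control effect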
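Seeding density was 200 cells/uL; after overnight-length (12 h) culture, 23 nL compounds went on for 24 h at 37 °C. Readout used a luciferase detection reagent, luminescence taken after 12 min at room temperature.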
GLP-1R inv ag: GLP-1 receptor (human) inverse agonism; P43220; HEK293 GLP-1R CRE-luciferase, luminescence, 24 h; GLP-1R form is constitutively active; Potency, µM (highest dose often 38.3 µM), inactives show at the top dose activity change, negative = inhibition, hits mostly inhibitors; 410,000 compounds, 1.6% hits; note: % is set by controls: 0 for no effect and ±100 for the full control effect; nearly all actives have a fitted effect of over 55% in size
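Constitutively active GLP-1R drives a cAMP-responsive luciferase in stably transfected HEK293 cells; test compounds are added after overnight (12 h) attachment and left 24 hr, and signal loss in luminescence marks inhibition.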
KB-V1 cytotox: KB-V1 MDR subline cytotoxicity; KB-V1 MDR cells viability, CellTiter-Glo, 72 h; Potency, µM (series often up to 46.1 µM), without a hit: top-dose activity change, negative = cytotoxicity, actives largely listed as cytotoxic; 400,000 compounds, 3.4% hits; AID 1347076; note: % is set by controls: 0 for no effect and ±100 for the full control effect; nearly all actives have a fitted effect of over 60% in size
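Luminescent ATP read-out (CellTiter-Glo, 10 min) measures survival of drug-selected KB-V1 MDR cells after 72 h, 37 degrees C compound exposure. Medium: phenol-red-free DMEM, 10% FBS. Values from fitted concentration-response curves.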
The depositor's hits bear a star; u = inconclusive; x = not tested or not shown; & = joins results of further samples; [ ] = remark or other dose. Calls come from the whole dose curve; as a rule, active = well fitted curve in the direction sought with a large enough effect; inconclusive = small, poorly fitted or top-dose-only effect, or another doubt; inactive = no such curve, though single readings can be large; an effect the other way counts as inactive or inconclusive. Potency is the fitted concentration of half-maximal effect.

Results follow in this order: GLP-1R inv ag, HEK293 tox, TDP-43 yeast inh, KB-3-1 cytotox, KB-V1 cytotox, SW480 rereplic, HT1080-NT tox, HT1080 IDH1KD tx, GLP1R ag
CC(C)(C)OC(=O)N1Cc2ccccc2C[C@H]1C(=O)NC1CCCC1
 : -3%, 17%, 15%, -4%, -3%, 0%, 17%, 8%, 3%
O=S(=O)(O)CCN1CCOCC1
 : 1%, -5%, -5%, 0%, 2%, -5%, 8%, 6%, 1%
COC(=O)Cn1c(CN2CCN(c3ccccc3F)CC2)nc2c1c(=O)n(C)c(=O)n2C
 : -16%, 2%, 20%, -1%, -2%, -1%, 2%, 11%, -9%
CCOc1ccccc1Oc1coc2cc(O)ccc2c1=O
 : 9%, 26%, 15%, 0%, 13%, -4%, -2%, -3%, 14%
O=C1C=C(c2ccc(C(=O)O)c(Cl)c2)C[C@@H](c2ccc3c(c2)OCO3)C1
 : 12%, 3%, 4%, 30%, 9%, -55%[inhibitor], 4%, 10%, -2%
CN(CC(=O)Nc1ccc(F)cc1)C(=O)COC(=O)Cc1c(F)cccc1Cl
 : u, -1%, 0%, -18%, -12%, -51%, -5%, -3%, 1%
CN(N=Nc1ccc([N+](=O)[O-])cc1)c1ccccc1
 : 13%, 4%, 28%, 3%, -9%, 2%, 8%, 0%, 19%
CCOc1ccc(S(=O)(=O)/N=C(/Nc2ccc(C(C)=O)cc2)c2ccccc2)cc1
 : u, -17%, -5%, 0%, -7%, -2%, u, -18%, 15%
COc1ccc(CNC(=O)CSc2nnc(-c3ccc(NC(C)=O)cc3)n2C)cc1
 : 0%, -2%, -25%, -2%, -1%, -8%, 10%, 1%, -8%
COc1cccc(C2=CC(=O)C[C@H](c3ccc(OC)c(OC)c3)C2)c1
 : 9%, -6%, 16µM*, -2%, -5%, -11%[9.22 µM], -2%, -12%, u
O=C(C=Cc1ccco1)c1ccco1
 : 7%, 4%, 17%, -15%, u, -4%, 9%, 10%, 0%
CCCCC1CC(CSc2ncn[nH]2)OC1=O (centres undefined)
 : 2%, -13%, 11%, 4%, -3%, -6%, 0%, 4%, -8%
O=C(Cc1ccc(Br)cc1)N1CCN(c2ccccn2)CC1
 : 7%, -6%, 24%, -2%, u, 1%, 9%, 8%, 1%
NC1(C#Cc2ccc3oc(=O)c(-n4cc(-c5ccsc5)nn4)cc3c2)CCCCC1
 : -11%, -1%, -2%, -6%, -3%, 19%, -2%, -18%, -1%
CCOC(=O)C1CCN(C(=O)COC(=O)C2CCN(S(=O)(=O)c3ccc4c(c3)OCCO4)CC2)CC1
 : 6%, 2%, 8%, 6%, -1%, 2%, 1%, -3%, -2%
CN(C(=O)c1nn(C)c2c1CS(=O)(=O)c1ccccc1-2)c1cccc(Cl)c1
 : -7%&-2%, -3%&-10%, 6%&22%, 29%&0%, u, 1%, 9%, 6%, 5%
COCc1ccc(C(=O)N2CCCC(Nc3ccc(C(C)C)cc3)C2)o1 (centres undefined)
 : u, -5%, u, x, x, -4%, 6%, 4%, 5%
CCOC(=O)N1CCN(c2cc(N)c([N+](=O)[O-])cc2F)CC1
 : -3%, -31%, 19%, -26%, 23µM*, -12%, 0%, -25%, -1%
COC(=O)c1ccc(NC(=S)Nc2ccccc2)cc1
 : 28%, -8%, -17%, 9%, 1%, -1%, -5%, -4%, -5%
OC(c1ccccc1)C(O)C(c1ccccc1)N1CCCCC1 (centres undefined)
 : 8%, -5%, -5%, 1%, 5%, 0%, 11%, 5%, 15%
CCCCSc1nc(SCC(=O)NCc2ccco2)c2c3c(sc2n1)COC(C)(CC)C3 (centres undefined)
 : 21%, 13%, -20%, -1%, 15%, -10%, 1%, -3%, 4%
COc1cc(NS(=O)(=O)c2ccc(NC(=S)NC(=O)/C=C/c3ccc(F)cc3)cc2)ncn1
 : 15%, 24%, 15%, 1%, 2%, -9%, -4%, 3%, 1%
CCCCN(C)CCNC(=O)c1ccc(Cn2c(=S)[nH]c3ccc(Br)cc3c2=O)cc1
 : u, -18%, -20%, 0%, -3%, -5%, 21µM*, 15µM*, 22%
COc1ccc(S(=O)(=O)N2CCCCCC2)cc1C(=O)N(C)CC(=O)Nc1ccc(F)cc1
 : -28%, 5%, 0%, -15%, -10%, -349%[inhibitor], -6%, 0%, 8%
O=C(O/N=C(\c1ccccc1)c1ccccn1)c1ccc(Cl)c(Cl)c1
 : -8%, -1%, 30%, 4%, 1%, -4%, 1%, 1%, 0%
NC(=O)[C@H]1CC2(CC(c3cccc(NC(=O)[C@H]4CCC(=O)N4)c3)=NO2)CN1C(=O)CC(c1ccccc1)c1ccccc1 (some centres undefined)
 : 27%, 7%, 2%, -1%, 0%, -5%, 13%, 13%, 9%
Cc1c(C(=O)N(C)CCCCN2CCOCC2)oc2c(F)cccc12
 : 3%, 0%, 10%, 3%, -8%, 3%, 12%, 6%, 13%
Cc1cc(Cl)c(O)c(-n2nc3ccccc3n2)c1
 : 2%, 3%, -3%, 3%, 0%, -7%, 10%, 18%, 0%
CCOc1cc(S(=O)(=O)N2CCC(C(N)=O)CC2)ccc1F
 : -8%, -12%, -8%, -25%, 2%, -8%, 6%, -3%, -11%
CCN(CC)c1ccc(C2C(C(=O)OC(C)C)C(=O)CC(C)(O)C2C(=O)OC(C)C)cc1 (centres undefined)
 : u, u, 2%, -19%, 18µM*, 1%, -3%, -2%, 0%
Cc1ccc(CNC(=O)CN(c2cccc(C)c2C)S(=O)(=O)c2ccccc2)cc1
 : u, 10%, 8%, u, -10%, x, x, x, x
COc1cccc(N2CCN(C(=O)CN(c3cc(C)cc(C)c3)S(=O)(=O)c3c(C)noc3C)CC2)c1
 : u, -28%, 28%, -22%, -28%, -12%, -1%, -12%, -1%
COc1ccc(/C=C/C(=O)NCC2COc3ccccc3O2)cc1OC (centres undefined)
 : 28%, -1%, 16%, 17%, -29%, 0%, 27%, 2%, 7%
COCCCNC(=O)c1nn(-c2ccc(C)cc2)c(=O)n(C)c1=O
 : 3%, 0%, 14%[9.22 µM], 0%, u, x, x, x, x
O=c1nc(Nc2cccc(Cl)c2)oc2cc(Cl)oc(=O)c12
 : 0%, 16%, -27%, -22%, u, 18%, 0%, -4%, -2%
CCCn1c(N)c(N(CCOC)C(=O)c2ccc(C#N)cc2)c(=O)[nH]c1=O
 : 1%, -7%, 0%, -7%, 16%, -22%, 4%, 1%, 2%
COC(=O)c1ccc(/C=C/C(=O)O)cc1
 : 17%, -5%, 35µM*, 14%, 8%, -19%, 7%, -5%, -4%
COc1ccc(S(=O)(=O)N2CCc3ccccc32)cc1C(=O)NC1(C)CCS(=O)(=O)C1 (centres undefined)
 : 8%, 11%, 12%, -2%, 17%, -23%, -4%, -7%, 10%
COc1ccc(/C=N/NC(=O)CCCOc2ccc(Cl)cc2Cl)cc1
 : 0%, 5%, 6%, -1%, 16%, 7%, -5%, -12%, 5%
Nc1nnnn1/N=C/c1ccccc1O
 : 4%, 18%, -16%, 8%, 14%, -6%, 15%, 27%, 1%
O=C(COc1ccc(S(=O)(=O)N2CCCCC2)cc1)NCc1ccccn1
 : 9%, -5%, -13%, 11%, -1%, -4%, 13%, 18%, 6%
Cc1ccc2[nH]c(=O)c(C(c3nnnn3C3CCCC3)N3CCCc4ccccc43)cc2c1 (centres undefined)
 : 9%, -11%, 27%, -27%, -2%, 16%, -3%, -13%, -1%
CCOc1c(Br)cc(/C=C(\C#N)C(=O)NC2CC2)cc1OC
 : u, -13%, u, -7%, u, 2%, 23µM*, u, -4%
CC[n+]1cc(-c2ccccc2)nc(N2CCOCC2)n1
 : 0%, 9%, 0%, -1%, -19%, 15%, -2%, -1%, 10%
CN(CC(=O)Nc1c(Cl)cccc1Cl)C(=O)CNC(=O)C1CCCCC1
 : 17%, 13%, -2%, -6%, -11%, u, -4%, 4%, 8%
O=C(Cc1n[nH]c(=O)c2ccccc12)OCC(=O)c1ccc(F)cc1
 : -16%, -44%, -1%, 0%, -13%, 0%, 0%, 8%, -11%
O=P(c1ccccc1)(c1ccccc1)c1cc(S(=O)(=O)O)ccc1O
 : 3%, 6%, 7%, -1%, 3%, -5%, 2%, 7%, -1%
O=C(/C=C/c1ccco1)Nc1ccccc1N1CCOCC1
 : 3%, 7%, 0%, 5%, 0%, 14%, 4%, 11%, -2%
COc1ccc([N+](=O)[O-])cc1NC(=O)CSCc1cc(C)cc(C)c1
 : u, 3%, 7%, 0%, -4%, u, -14%, -15%, 7%
CC1C(c2ccccc2)=[N+]([O-])C2(CCCCC2)N1O (centres undefined)
 : 2%, 2%, 11%, 0%, -2%, 3%, 15%, 12%, 17%
O=C(CCN1CCOCC1)N1c2ccccc2Sc2ccc(Cl)cc21
 : u, 6%, 11%, 0%, -17%, 5%, -5%, 0%, 1%
C=CCNC(=O)C(=O)NCC(c1ccc2c(c1)OCO2)N1CCN(c2ccc(F)cc2)CC1 (centres undefined)
 : u, -3%, u, -15%, -4%, -2%, -1%, -13%, -4%
CC(=O)c1ccc(N2CCN(c3ncccn3)CC2)cc1
 : 21%, 7%, 12%, 9%, -1%, -4%, 12%, 11%, 23%
C/C(=C\c1ccc(F)cc1)C(=O)c1c(C)cc(C)[nH]c1=O
 : u, 2%, u, 0%, -3%, -7%, 12%, 0%, -3%
CCOC(=O)CN1C(=O)C(O)(CC(=O)c2ccccn2)c2ccccc21 (centres undefined)
 : 5%, 5%, 10%, u, 0%, u, -1%, 1%, -3%
COc1cccc(CN(C)C(=O)c2ccccc2SCC(=O)N2CCCC2)c1
 : 4%, 8%, 14%, 6%, u, -3%, 0%, 5%, 10%
CN(C)Cc1ccccc1CCc1ccccc1
 : -3%, -3%, -8%, -1%, 6%, 19%, 1%, 7%, 2%
Nc1[nH]n2c(=O)c3c(nc2c1N=Nc1ccc(Cl)cc1)CCCC3
 : 15%, -2%, 0%, u, u, -5%, -3%, -2%, -29%
